Pin1 inhibitor – inhibitors of human Pin1. Q13526. Pin1 FP peptide displacement, HiFluor488, 10 min. Potency, µM (top dose mostly 115 µM), for inactives: top-dose activity, negative = inhibition, most hits filed as inhibitors. 0.009% of 390,000 active. AID 504891; active means well fitted inhibition curve with a large enough effect in the polarisation, with a control signal flat, not every such curve was filed as active; inconclusive means small, poorly fitted or top-dose-only effect, or effect the other way, or a change in a side signal; inactive means no such curve, though single readings can be large or run the other way; the % refers to the polarisation; further: on the % scale 0 is the no-effect control and ±100 the full control effect
Target sequence (Q13526 whole entry, looked up): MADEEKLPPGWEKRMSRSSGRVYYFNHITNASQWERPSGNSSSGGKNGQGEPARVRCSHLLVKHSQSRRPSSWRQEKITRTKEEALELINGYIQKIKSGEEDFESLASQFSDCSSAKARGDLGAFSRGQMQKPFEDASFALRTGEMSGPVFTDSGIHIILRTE
ERG Ets-DNA blk – blocks human ERG Ets domain binding to DNA; fluorescence polarization, His-ERG Ets domain / labelled DNA; Potency, µM (top dose mostly 76.9 µM), for inactives: at the highest dose FP activity, negative = inhibition, usual class: inhibitors; 0.028% of 370,000 active; active means well fitted inhibition curve with a large enough effect in the polarisation, with a control signal flat; inconclusive means small, poorly fitted or top-dose-only effect, or effect the other way, or a change in a side signal; inactive means no such curve, though single readings can be large or run the other way; the % refers to the polarisation;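 further: polarization taken with two DNA probes labelled with fluorescein and Texas red; % of control where 0% means no effect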
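His-tagged ERG Ets domain (1 uM in the protein solution; 300mM KCl, 50mM Tris-HCl, 1mM EDTA, 1mM DTT, pH 7.5) received compound, then a probe mix of 5 nM fluorescein-DNA and 100nM Texas-615-DNA. Fluorescence polarization was read for both dyes.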
RGS4 inhibitor – inhibitors of human regulator of G protein signaling 4 | 0.039% of 390,000 active | P49798 | Potency, µM (top dose mostly 114 µM), for inactives: at the highest dose activity change, negative = inhibition, hits mostly inhibitors | AID 504845 | Transcreener GDP fluorescence polarization, RGS4-accelerated GTP hydrolysis; further: on the % scale 0 is the no-effect control and ±100 the full control effect; nearly all actives have a fitted effect of over 75% in size; some results filed as inactive show a strong effect at the top dose
Target sequence (P49798 whole entry, looked up): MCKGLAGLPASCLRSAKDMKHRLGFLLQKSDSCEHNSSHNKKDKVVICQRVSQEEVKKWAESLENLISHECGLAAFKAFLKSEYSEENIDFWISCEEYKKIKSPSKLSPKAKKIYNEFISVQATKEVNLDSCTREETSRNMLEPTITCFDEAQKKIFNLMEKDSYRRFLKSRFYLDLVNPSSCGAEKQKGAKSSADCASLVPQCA
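MLSMR compounds (23 nl, pin-transferred) preincubated 10 min at room temperature with a 500nM (2x) first reagent, then RGS4 at 900nM (2x) plus Transcreener GDP mix added; fluorescence polarization (620/688 nm) read before and after 90 min at 30 °C.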
PGK inhibitor – T. brucei PGK inhibition; 0.043% of 380,000 active; P07378; PGK/GAPDH coupled, Kinase-Glo luminescence, 60 min; Potency, µM (highest dose often 57.5 µM), for inactives: at the top dose activity change, negative = inhibition, actives largely listed as inhibitors; further: on the % scale 0 is the no-effect control and ±100 the full control effect; nearly all actives have a fitted effect of over 60% in size
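Recombinant glycosomal PGK reaction used 1,3-bisphosphoglycerate generated in-well by GAPDH (100nM final) in 100mM TEA pH 7.6, 5mM MgCl2, 0.01% Tween-20. After 60 minutes at room temperature, ATP was read by Kinase-Glo Plus luminescence end-point.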
HP1b binding inh – HP1-beta chromodomain-methylated histone interaction inhibition. P83916. AlphaScreen HP1-beta / biotin-H3K9me3 peptide binding. Potency, µM (top dose mostly 114 µM), for inactives: at the highest dose activity change, negative = inhibition, most hits filed as inhibitors. 0.56% of 390,000 active. AID 540317; further: nearly all actives have a fitted effect of over 70% in size; inactives centre near 23
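HP1-beta protein (50 nM final) preincubated 30 min at room temperature with biotinylated H3(1-18)K9me3 peptide (50 nM) in PBS pH 7.4, 0.01% Tween-20, then compound added for 30 min. AlphaScreen streptavidin donor/nickel chelate acceptor beads (10 ug/mL final), 30 min dark, luminescence read.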
JMJD2A Tudor inh – JMJD2A Tudor domain (human) inhibition; O75164; AlphaScreen JMJD2A-Tudor / H3K4me3 peptide binding; 4.4% of 390,000 active; Potency, µM (titrated, usually from 114 µM), without a hit: at the highest dose activity change, negative = inhibition, most hits filed as inhibitors; further: on the % scale 0 is the no-effect control and ±100 the full control effect; nearly all actives have a fitted effect of over 50% in size
rTrxR1 inhibitor – rat TrxR1 inhibition. O89049. recombinant rTrxR1, NADPH fluorescence consumption, selenite substrate. Potency, µM (highest dose often 114 µM), without a hit: at the highest dose activity change, negative = inhibition, most hits filed as inhibitors. 1% of 390,000 active; further: on the % scale 0 is the no-effect control and ±100 the full control effect; nearly all actives have a fitted effect of over 65% in size
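Rat TrxR1 (90 nM in the dispensed reagent) was pre-reduced with 400 uM NADPH for 5 min at room temperature, then incubated with compound for 15 min. After 400 uM selenite was added, NADPH fluorescence (Ex 340/Em 450 nm) was followed for 8 min.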
ALOX12 inh – ALOX12 (human) lipoxygenase inhibition | P18054 | purified 12hLO, xylenol orange hydroperoxide absorbance | Potency, µM (top dose mostly 108 µM), without a hit: at the highest dose activity change, negative = inhibition, usual class: inhibitors | 1.1% of 580,000 active | AID 1671190; further: on the % scale 0 is the no-effect control and ±100 the full control effect
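Purified human 12hLO at 150 nM in 25 mM Hepes, 0.01% Triton X-100, pH 7.0, preincubated 15 min at room temperature with compound. Reaction started with 40 uM arachidonic acid, 30 min at room temperature. Hydroperoxide measured by Fe-xylenol orange, 573/405 nm absorbance ratio.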
GLS inhibitor – inhibitors of human glutaminase (GLS); GLS enzymatic activity, qHTS titration; Potency, µM (doses to about 45.5 µM), without a hit: at the top dose activity change, negative = inhibition, usual class: inhibitors; O94925; 0.21% of 410,000 active; AID 624170; further: on the % scale 0 is the no-effect control and ±100 the full control effect
Target sequence (O94925 whole entry, looked up): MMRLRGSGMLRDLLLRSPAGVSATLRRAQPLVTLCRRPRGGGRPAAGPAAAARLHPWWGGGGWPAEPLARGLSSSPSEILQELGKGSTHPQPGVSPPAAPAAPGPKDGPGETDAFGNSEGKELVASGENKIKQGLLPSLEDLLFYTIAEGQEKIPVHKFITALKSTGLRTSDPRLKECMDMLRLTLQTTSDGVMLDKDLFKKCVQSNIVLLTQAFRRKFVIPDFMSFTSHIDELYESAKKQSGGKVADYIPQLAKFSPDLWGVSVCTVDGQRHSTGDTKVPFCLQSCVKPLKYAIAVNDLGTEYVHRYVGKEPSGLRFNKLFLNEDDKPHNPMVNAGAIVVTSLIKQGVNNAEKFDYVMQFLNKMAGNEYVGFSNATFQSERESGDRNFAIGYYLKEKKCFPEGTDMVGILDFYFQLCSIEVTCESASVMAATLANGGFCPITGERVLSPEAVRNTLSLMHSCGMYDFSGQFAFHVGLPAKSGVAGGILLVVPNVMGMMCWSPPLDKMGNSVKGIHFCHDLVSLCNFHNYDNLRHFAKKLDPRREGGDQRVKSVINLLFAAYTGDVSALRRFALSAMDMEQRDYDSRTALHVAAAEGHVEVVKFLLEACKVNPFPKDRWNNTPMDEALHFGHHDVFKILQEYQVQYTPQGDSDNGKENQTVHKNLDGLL
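Coupled fluorescence readout: glutamate oxidase/HRP/Amplex Red detect glutamate formed by hKGA from L-glutamine (1 mM solution added). Buffer 45 mM KH2PO4 pH 8.2, 0.02% Tween-20; reads at t0 and 30 min RT.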
* marks the source's active call; other numbers are inactive results; i = inactive; u = inconclusive; x = no result given; & = joins results of further samples; [ ] = another dose, or the depositor's remark. Unless noted, the call rests on the fitted dose curve; in most records, active means well fitted curve in the direction sought with a large enough effect; inconclusive means small, poorly fitted or top-dose-only effect, or another doubt; inactive means no such curve, though single readings can be large; an effect the other way counts as inactive or inconclusive. Potency means the concentration at half of the fitted maximal effect. Only part of the results is shown; the hit share may differ from the screen's.

Sequence of screens – ERG Ets-DNA blk, PGK inhibitor, rTrxR1 inhibitor, ALOX12 inh, GLS inhibitor, HP1b binding inh, Pin1 inhibitor, JMJD2A Tudor inh, RGS4 inhibitor
- COC(=O)c1cc(NC(=O)c2cccnc2)cc(C(=O)OC)c1
  1%, -1%, 17%, 4%, -2%, 40%[activator], 2%, -8%, 13%
- Cc1cccc(C)c1OCCN1CCOCC1
  -2%, -3%, -2%, u, 0%, u, -16%, 28µM*, -1%
- O=C(NCC1CCCO1)c1ccc2c(=O)n(CC3CCCO3)c(=S)[nH]c2c1 (centres undefined)
  2%, -4%, -7%, u, 6%, 29%, 1%, 7.9µM*, 11%
- CCc1nn(CC(=O)NCCCN(CC(C)C)CC(C)C)c(=O)c2cc3sc(C)cc3n12
  1%, -6%, -4%, 0%, 2%, 66%[activator], 7%, 1%, -1%
- CCSc1nnc(-c2ccc(S(=O)(=O)N3CCCC3)cc2)n1C
  x, 5%, 6%, 14%, -10%, 42%[activator], 0%, -4%, 20%
- COc1ccc(C(=O)NCCc2nnc3ccc(SCC(=O)Nc4cc(C)on4)nn23)cc1
  -13%, i, 10%, -4%, -17%, 36%, 1%, 0%, -7%
- CC(C)CNC(=O)c1ccccc1NC(=O)c1ccc(CSc2ccccc2)cc1
  -2%, 2%, -1%, 5%, 7%, 57%[activator], u, -1%, -12%
- O=C(Cc1ccc(F)cc1)N/N=C/c1ccc(-c2ccc(Cl)c(C(=O)O)c2)o1
  -2%, i, 2%, -13%, -2%, 65%[activator], 0%, -26%, -18%[56.9 µM]
- CCOC(=O)NC(=O)COC(=O)c1ccc(O)cc1
  14%, 1%, 11%[57.1 µM], 10%, 0%, 53%[activator], -2%, -5%[57.1 µM], -11%
- COc1ccc(C(C)=O)cc1COc1cccc2cccnc12
  -10%, -2%, 0%, 6%, -2%, 29%, u, -22%, 0%
- CCOC(=O)C1CCN(C(=O)CN2C(=O)CSc3ccc(S(=O)(=O)N4CCOCC4)cc32)CC1
  -5%, 1%, 7%, 4%, 0%, 36%, 2%, -3%, 10%
- CS(=O)(=O)N1CCN(c2ccccc2NC(=O)c2ccc3c(c2)OCCO3)CC1
  10%, -1%, 16%, 0%, 0%, -18%, -12%, -16%, 1%
- Cn1sc(=O)c2cc(S(=O)(=O)NC3CC3)ccc21
  4%, -5%, -47%, u, 0%, u, -4%, u, -116%
- CCSc1ncc(Cl)c(C(=O)Nc2c(C(=O)c3ccccc3)oc3ccccc23)n1
  -14%, -3%, 3%, -28%, -3%, -2%, -8%, -25%, 12%
- COc1ccc(CCC(=O)Nc2nc(C)c(C(=O)N(C)C)s2)cc1
  2%, i, 11%, -14%, 7%, 11%, 0%, -12%, 15%
- N#C/C(=C\c1ccc(OC(=O)c2ccc(Br)s2)cc1)c1nc2ccccc2[nH]1
  4%, -9%, 8%, -22%, 10%, 45%[activator], 17%, -33%, 0%
- O=C(COC(=O)c1cccnc1Cl)c1ccc(Cl)s1
  1%, -10%, 12%, -7%, 5%, 29%, -3%, -5%, 17%
- CCc1cccc(C)c1N=Cc1c(O)c2ccccc2oc1=O
  -3%, i, 10%[57.1 µM], 26%, -6%, 69%[activator], -1%, 13%, 6%
- COc1cccc(N2CCN(C(=O)c3cc4c(s3)-c3ccccc3OC4)CC2)c1
  -6%&7%, 9%&8%, 8%[57.1 µM], -10%&-18%, 5%&10%, 29%&14%, 4%&6%, -18%&-17%, -10%&23%
- COc1cc(S(=O)(=O)NCc2cccnc2)c(OC)cc1Br
  -8%, 2%, 7%, 0%, 0%, 12%, -6%, -6%, 22%
- COc1ccc(C(=O)OC(C)C(=O)NC(C)CCc2ccccc2)cc1OC (centres undefined)
  0%, -1%, -6%[2.29 µM], 0%, 0%, 25%, -4%, -1%, 8%
- COc1cc(CCCN2C(N)=NC[C@H]2Cc2ccc(O)cc2)cc(OC)c1OC
  0%, -2%, -3%[57.1 µM], u, 27%, 2%, 1%, -25%, 3%
- N#C/C(=N\Nc1cc(Cl)cc(Cl)c1)c1nnc2n1CCCCC2
  -2%, 6%, 6%, 16µM*, 7%, 2%, 2%, u, 4%
- O=C1Nc2cc(Cl)c(Cl)cc2N(O)N1c1cc(Cl)cc(Cl)c1
  x, x, 24%, -13%&25%, 12%, 17%, -2%, -22%, -38%
- COc1cccc(CNC(=O)c2cc(=O)[nH]c3ccc(S(=O)(=O)N4CCCC4)cc23)c1
  -5%, -3%, -1%, 1%, -1%, 48%[activator], 1%, 6%, -4%
- Cc1cccc(C(=O)Nc2nnc(-c3ccncc3)o2)c1
  10%, 9%, -13%, 1%, -1%, 31%, 0%, u, 16%
- CC1Sc2ccc(S(=O)(=O)NCCc3ccc(S(N)(=O)=O)cc3)cc2NC1=O (centres undefined)
  -8%, -1%, 3%, 0%, 3%, 24%, -10%, -7%, -9%[11.4 µM]
- COCCn1c(SCC(=O)Nc2cc(C)on2)nc2c(c1=O)SCC2
  9%, i, -9%, -3%, 3%, 5%, -4%, -16%, 20%
- CCN(c1ccccc1)S(=O)(=O)c1cc(C(=O)Oc2ccc3c(C)cc(=O)oc3c2)ccc1C
  -6%, -3%, -4%, 2%, 0%, 13%, 17%, 0%, -11%
- N#Cc1c2n(c(=S)n(-c3ccc(OC(F)F)cc3)c1=O)CCCCC2
  1%, 3%, 5%[57.1 µM], 0%, -3%, 22%, 0%, -18%, 6%
- Cc1ccc(CNC(=O)CN2Cc3ccccc3C2=O)cc1
  -3%, i, 18%, 6%, 5%, 9%, -10%, -16%, -8%
- CCOC(=O)[C@H]1[C@H]2COc3ccc(Br)cc3[C@@H]2N2C(=O)[C@H](C)NC(=O)[C@@]12C
  -1%, -3%, -7%, -27%, -2%, 53%[activator], -1%, -3%, -21%
- O=[N+]([O-])c1ccc(N2CCCC2)nc1N1CCCC1
  1%, i, 3%[57.1 µM], u, -5%, u, -1%, u, -19%
- CCCn1ncc(CN2CCC(Cc3cccc(F)c3)(C(=O)OCC)CC2)c1C
  -7%, 4%, 30%[57.1 µM], 1%, 0%, 26%, -1%, 1%[11.4 µM], 14%
- CN(C)C(=O)CN1C(=O)c2cccc3cccc1c23
  1%, -11%, 9%, 8%, 3%, 35%, -8%, 1%, 9%
- O=C(Cc1nnc(NC(=O)c2ccccc2)s1)N/N=C/c1ccco1
  8%, -1%, -1%, -17%, 4%, 10%, u, -19%, -4%
- Cc1ccc(/C=N/Nc2ccc(C(=O)O)cc2)s1
  -3%, -11%, 25%[57.1 µM], u, 0%, -8%, 40%[activator], -32%, -23%
- COc1ccccc1N1CCN(C(=O)Cn2c(=O)nc(-c3ccccc3)c3ccccc32)CC1
  -1%, 0%, 8%[57.1 µM], -6%, 0%, 20%, -4%, 4%, 15%
- COc1ccc(CCNC(=O)C2CC=CCC2C(=O)O)cc1 (centres undefined)
  3%, 4%, -19%, 6%, -1%, 27%, 4%, -9%, 6%
- O=C1CCN(Cc2ccccc2)C=C1c1ccc(Cl)cc1
  -3%, i, 9%, -55%, 18%, 20%, -3%, -33%, 14%
- Cc1ccc(OCC(=O)NC(=S)Nc2cccc(NC(=O)c3ccc(Cl)cc3Cl)c2)cc1
  6%, 1%, -4%, 10%, 9%, 10%, 3%, -10%, 8%
- [O-]/C(=C(\C(=S)NCc1ccc2c(c1)OCO2)[n+]1ccccc1)c1ccc(Cl)s1
  -3%, -1%, -5%, -19%, 1%, -10%, 5%, -33%, -32%
- C[C@@H]1CN([C@@H](C)CO)C(=O)c2cc(NS(C)(=O)=O)ccc2O[C@H]1CN(C)Cc1ccc(Oc2ccccc2)cc1
  -4%, -9%, 1%[57.1 µM], -14%, 15%, 25%, 2%, u, -7%
- O=C(Nc1ccccn1)c1ccc2ccccc2c1O
  -6%, -7%, 12%[57.1 µM], 0%, -26%, 57%[activator], 2%, 12%[57.1 µM], u
- Cc1ccc(C(=O)NC(=S)N2CCN(C(=O)OC(C)(C)C)CC2)cc1Br
  8%, i, 16%, -19%, -4%, 24%, 5%, -12%, 3%
- Oc1cccc(CN2CCOCC2)c1O
  -5%, -13%, -14%[11.4 µM], u, -20%, 71µM*, x, 10µM*, u
- COC(=O)c1ccc(NC(=O)CSC2=NCCN2)cc1
  -4%, 1%, -14%, 21%, -9%, 32%, 0%, -9%, -23%
- CC(C)(C)C(=O)Nc1ccc(C(=O)N/N=C/c2ccccc2OC(=O)c2ccc(Cl)cc2Cl)cc1
  -4%, -4%, 18%, 3%, -5%, 36%, 11%, 2%, -34%
- COc1cc(/C=N\NC(=O)c2ccccc2F)ccc1Oc1ccc([N+](=O)[O-])cn1
  1%, 0%, 4%[57.1 µM], 0%, 1%, 0%, -11%, -24%, -6%
- COc1ccc(NC(=O)CN2CCN(CC(=O)Nc3ccccc3Cl)CC2)c(OC)c1
  -3%, -8%, -1%[57.1 µM], 0%, -4%, 29%, 0%, -12%, -8%
- COc1ccccc1C(=O)NC(C)C(c1cccs1)N1CCN(C)CC1 (centres undefined)
  -8%, -7%, 20%, 18%, 1%, 9%, -1%, -3%, 17%
- O=C(N/N=C/c1cc(Br)c(Br)o1)c1cc2ccccc2o1
  11%, 1%, 4%, -7%, -2%, 44%[activator], u, -17%, -34%
- COc1cccc(OC)c1C(=O)OCC(=O)N(C)c1ccccc1
  -2%, 6%, 15%[57.1 µM], -10%, 0%, -3%, 7%, u, u
- O=C(NOC(=O)c1cc(Br)ccc1Cl)c1cccs1
  8%, i, 13%, -15%, 0%, 37%[activator], -12%, -2%, -8%

Screening data deposited in PubChem BioAssay by National Center for Advancing Translational Sciences (NCATS).
